Tau fibril ThT – tau fibrillization inhibition (ThT binding); P10636; recombinant tau K18 P301L (four-repeat tau fragment), heparin-induced fibrillization, ThT fluorescence; Potency, µM (titrated, usually from 57.4 µM), for inactives: at the highest dose activity, negative = inhibition, actives largely listed as inhibitors; hit rate 2.1% among 270,000; AID 1460; also: nearly all actives have a fitted effect of over 55% in size
Target sequence (P10636 561-689 P618L limits assumed): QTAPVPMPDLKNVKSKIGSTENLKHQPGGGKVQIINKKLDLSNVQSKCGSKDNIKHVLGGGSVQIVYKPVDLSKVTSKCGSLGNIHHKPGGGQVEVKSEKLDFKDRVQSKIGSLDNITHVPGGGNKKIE
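Tau K18 P301L fragment (15 uM unlabeled plus 0.24 uM Alexa 594-labeled) in 100 mM sodium acetate pH 7 with compound, fibrillization induced by 20 uM heparin for 6 hr at 37 C. Thioflavin T (30 uM) added, fluorescence read after 1 hr (ex 450, em 510 nm).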
RECQ1 helicase – inhibitors of human RECQ1 DNA helicase. P46063. RECQ1 DNA unwinding, red fluorescence kinetic read. Potency, µM (top dose mostly 57.3 µM), without a hit: at the highest dose activity, negative = inhibition, actives largely listed as inhibitors. hit rate 0.54% among 240,000;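 also: plate controls were vehicle for no effect and no enzyme for full effect; nearly all actives have a fitted effect of over 30% in size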
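50 nM RECQ1T1 preincubated 15 min with compound in Tris pH 8.0 buffer with MgCl2, DTT, Tween-20 and 2.5 ug/ml poly(dI-dC); started with 200 nM TAMRA/BHQ-2 forked duplex and 2 mM ATP. Unwinding read as fluorescence (525/598 nm), two reads 2 h apart.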
KDM4E inh – inhibitors of human JMJD2E histone demethylase; B2RXH2; JMJD2E catalytic domain, FDH-coupled NADH fluorescence (FDH is formaldehyde dehydrogenase); Potency, µM (titrated, usually from 57.1 µM), inactives show top-dose activity change, negative = inhibition, hits mostly inhibitors; hit rate 1.6% among 230,000; AID 2147; active = well fitted inhibition curve with a large enough effect, not every such curve was filed as active; inconclusive = small, poorly fitted or top-dose-only effect, or another doubt; inactive = no such curve, though single readings can be large or run the other way;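 also: 0% = wells with enzyme and -100% = buffer wells without enzyme; nearly all actives have a fitted effect of over 50% in size; many of its hits are not listed in these tables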
Target sequence (B2RXH2 1-337 limits assumed): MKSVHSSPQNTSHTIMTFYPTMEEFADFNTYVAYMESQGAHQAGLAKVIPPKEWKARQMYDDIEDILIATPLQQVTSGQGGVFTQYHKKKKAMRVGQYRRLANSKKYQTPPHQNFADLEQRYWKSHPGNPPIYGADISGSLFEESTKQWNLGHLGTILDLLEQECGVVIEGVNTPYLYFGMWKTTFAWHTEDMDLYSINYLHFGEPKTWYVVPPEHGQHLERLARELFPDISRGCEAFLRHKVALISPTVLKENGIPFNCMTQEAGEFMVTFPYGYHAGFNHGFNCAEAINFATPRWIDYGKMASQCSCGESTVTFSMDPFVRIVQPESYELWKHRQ
TRb-SRC2 inh – inhibitors of human thyroid hormone receptor beta-SRC2 interaction. Potency, µM (top dose mostly 106 µM), for inactives: top-dose activity change, negative = inhibition, most hits filed as inhibitors. AID 1469. hit rate 0.065% among 280,000. P10828. TRbeta-SRC2 peptide binding, fluorescence polarization; receptor liganded with 1 µM T3;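 also: plate controls were bound peptide for no effect and peptide without receptor for full effect; nearly all actives have a fitted effect of over 50% in size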
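Human TRb ligand-binding domain (0.6 uM) is mixed with 20 nM Texas Red SRC2 peptide and 1 uM T3; after compound addition and 5 hr at ambient temperature, polarization is measured and normalized to unbound and bound controls.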
Tau FP inhib – inhibitors of human tau fibril formation; Potency, µM (highest dose often 57.7 µM), inactives show at the highest dose activity, negative = inhibition, usual class: inhibitors; P10636; K18 P301L tau heparin fibrillization, Alexa594 FP, 6 h; AID 1468; hit rate 0.39% among 280,000; also: nearly all actives have a fitted effect of over 55% in size
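Read-out: fluorescence polarization of Alexa 594-labeled tau (0.24 uM), 555 nm excitation, 632 nm emission. Mixtures held 15 uM unlabeled K18 P301L, compound and 20 uM heparin, pH 7 acetate buffer, incubated 6 hr at 37 C.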
L3MBTL1 inh – inhibitors of human L3MBTL1 | Q9Y468 | Potency, µM (series often up to 57.1 µM), for the others: at the highest dose activity, negative = inhibition, hits mostly inhibitors | AlphaScreen L3MBTL1–H3K9me1 peptide binding | hit rate 0.66% among 230,000; also: nearly all actives have a fitted effect of over 60% in size
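AlphaScreen proximity signal between nickel-chelate acceptor and streptavidin donor beads (final 10 ug/mL) reports binding of 50 nM L3MBTL1 to 75 nM biotin-H3 K9me1 peptide; complex incubated with compounds 30 min at room temperature; cefsulodin titration as control.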
TexasRed fluor – alters Texas Red total fluorescence, flagging assay interference. TRb/SRC2 Texas Red total fluorescence interference. Potency, µM (top dose mostly 106 µM), without a hit: at the highest dose fluorescence change, negative = quenching. hit rate 0.29% among 280,000. AID 1479; active = well fitted curve in either direction with a large enough effect; inconclusive = small, poorly fitted or top-dose-only effect
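Human TRb ligand-binding domain at 0.6 uM with 20 nM Texas Red SRC2 peptide in Tris buffer containing 1 uM T3 and 5% DMSO, incubated with compound 5 h at ambient temperature. Total fluorescence (555/632 nm) calculated as parallel + 2 × perpendicular.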
GoLoco inh red – RGS12 GoLoco-Gai1 interaction inhibition; Potency, µM (highest dose often 61.6 µM), for the others: at the highest dose activity, negative = inhibition, hits mostly inhibitors; hit rate 0.44% among 230,000; AID 880; Gai1:RGS12 GoLoco peptide FP, rhodamine, 10 min; P63096; active = well fitted inhibition curve with a large enough effect, not every such curve was filed as active; inactive = no such curve, though single readings can be large or run the other way; also: nearly all actives have a fitted effect of over 30% in size; many of its hits are not listed in these tables
Target sequence (P63096 whole entry, looked up): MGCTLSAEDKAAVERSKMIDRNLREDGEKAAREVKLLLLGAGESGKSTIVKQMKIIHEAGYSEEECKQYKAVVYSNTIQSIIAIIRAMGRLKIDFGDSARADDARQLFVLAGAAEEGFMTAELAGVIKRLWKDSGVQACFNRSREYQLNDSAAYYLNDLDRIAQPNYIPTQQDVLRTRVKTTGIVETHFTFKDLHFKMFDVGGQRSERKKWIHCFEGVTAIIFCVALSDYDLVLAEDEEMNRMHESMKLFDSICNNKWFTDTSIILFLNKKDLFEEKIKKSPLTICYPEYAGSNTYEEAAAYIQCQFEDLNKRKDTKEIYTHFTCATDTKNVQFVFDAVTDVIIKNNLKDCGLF
* hit, by the source's call; i = inactive; ? = inconclusive; · = no result given; & = joins results of further samples; [ ] = dose if it differs, or a comment. Unless noted, calls follow the shape of the dose curve; as a rule, active = well fitted curve in the direction sought with a large enough effect; inconclusive = small, poorly fitted or top-dose-only effect, or another doubt; inactive = no such curve, though single readings can be large; an effect the other way counts as inactive or inconclusive. Unless noted, % is scaled to controls: 0 for no effect and ±100 for the full control effect; potency is read from the fitted curve at half-maximal effect. These rows are one share of the data; rates above refer to the full screens.

Short forms – A = Tau fibril ThT; B = RECQ1 helicase; C = KDM4E inh; D = TRb-SRC2 inh; E = Tau FP inhib; F = L3MBTL1 inh; G = TexasRed fluor; H = GoLoco inh red
#1 NC(=O)c1c(N)sc(=S)n1CC1CCCO1 (stereo not given)
  A = -8%	B = -9%	C = 8%	D = 0%	E = 1%	F = 3%	G = -1%	H = 8%

#2 CCCCOC(=O)c1nc[nH]c1C(=O)OCCCC
  A = -2%	B = i	C = 10%	D = -10%	E = -9%	F = 3%	G = 0%	H = 7%

#3 Cc1[nH]c2ccccc2c1C(=O)CN1C(=O)C(=O)N(Cc2ccco2)C1=O
  A = -6%	B = -21%	C = -2%	D = -12%	E = 9%	F = ?	G = -1%	H = 7%

#4 CCOC(=O)c1c(NC(=O)Cn2cnc([N+](=O)[O-])n2)sc2c1CCCC2
  A = -4%	B = -4%	C = 8%	D = 2%	E = 2%	F = 2%	G = -1%	H = 6%

#5 CCC(=O)Nc1c(C)nn(C(=O)CC)c1C
  A = -3%	B = -6%	C = 11%	D = 6%	E = 6%	F = -6%	G = 1%	H = -4%

#6 CC1(C)CC(=O)C=C(C(=O)N2CCCC(CCC(=O)NCc3ccccc3F)C2)O1 (stereo not given)
  A = -2%	B = 0%	C = 4%	D = 1%	E = 6%	F = 6%	G = 0%	H = 6%

#7 CCC(CC)C(=O)Nc1nnc(S(=O)(=O)N2CCc3ccccc32)s1
  A = ?	B = ·	C = ·	D = -3%	E = 2%	F = -5%	G = -2%	H = ·

#8 COc1ccc(CC(=O)O/N=C(\N)c2cccc([N+](=O)[O-])c2)cc1
  A = -11%	B = -3%	C = 1%	D = -19%	E = 5%	F = ?	G = -1%	H = 8%

#9 COC(=O)c1ccc(C(NC(=O)OCc2ccccc2)/C(F)=C/[C@@H](C)C(=O)NCc2ccc(OC)c(OC)c2)cc1 (stereo not given in full)
  A = ?	B = -11%	C = 5%&7%	D = 2%&-1%	E = 6%&-10%	F = 3%	G = -2%&-2%	H = -1%&1%

#10 CCN(c1ncnc2c1cnn2-c1cccc(Cl)c1)C1CCCCC1
  A = -6%	B = ·	C = ·	D = 3%	E = -6%	F = ·	G = -3%	H = ·

#11 CCOc1ccccc1NC(=O)C(OC(=O)c1ccc(CC)cc1)c1ccccc1 (stereo not given)
  A = -5%	B = -12%	C = -1%	D = 7%	E = -2%	F = 17%	G = -1%	H = -2%

#12 CCN(CC)CCn1c(-c2ccccc2)nc2c(NCCOC)nc(C)nc21
  A = -2%	B = 0%	C = ?	D = -2%	E = 0%	F = ·	G = 1%	H = 10%

#13 CC1=C(C(=O)OCC(C)C)C(c2ccc(OCc3ccccc3)cc2)N2C(=O)CCSC2=N1 (stereo not given)
  A = ?	B = ·	C = ·	D = 11%	E = -14%	F = ·	G = -3%	H = ·

#14 CCC(NC(=O)C1(C)CC1(Br)Br)c1ccc(C)cc1 (stereo not given)
  A = 0%	B = -4%	C = 1%	D = -15%	E = -2%	F = -2%	G = -2%	H = 69%[activator]

#15 COc1ccc(CCn2c(=S)[nH]c3cc(C(=O)N4CCOCC4)ccc3c2=O)cc1OC
  A = -5%	B = 35µM*	C = -5%	D = 2%	E = -7%	F = ·	G = -2%	H = -4%

#16 CC(=O)Nc1ccc2c(c1)CCCC2=O
  A = ·	B = -1%	C = -25%	D = -1%	E = -2%	F = ·	G = -4%	H = -13%

#17 CCOC(=O)C1=C(C)NC(C)=C(C(=O)OCC)C1
  A = 2%&-7%	B = -3%&-10%	C = ?	D = -8%&-1%	E = 4%&-2%	F = -2%	G = -3%&-3%	H = 8%&11%

#18 CCCCCn1c(=NC(=O)c2ccco2)c(C(=O)OCC)cc2c(=O)n3ccccc3nc21
  A = -18%	B = -2%	C = ?	D = 2%	E = 1%	F = 2%	G = 0%	H = 6%

#19 Cc1cc(C)c([N+](=O)[O-])cc1NCC(=O)N1CCN(c2ccccc2)CC1
  A = ?	B = -14%	C = -8%	D = 1%	E = -5%	F = -9%	G = 0%	H = 0%

#20 COC(=O)c1ccc2c(c1)N(C)S(=O)(=O)c1cnc(SCC(=O)C(C)(C)C)nc1-2
  A = -10%	B = -5%	C = ?	D = 9%	E = -16%	F = -8%	G = -2%	H = 9%

A draw from above in order of formula weight, ascending.
Short forms – A = Tau fibril ThT; B = RECQ1 helicase; C = KDM4E inh; D = TRb-SRC2 inh; E = Tau FP inhib; F = L3MBTL1 inh; G = TexasRed fluor; H = GoLoco inh red
#16 CC(=O)Nc1ccc2c(c1)CCCC2=O
  A = ·	B = -1%	C = -25%	D = -1%	E = -2%	F = ·	G = -4%	H = -13%

#10 CCN(c1ncnc2c1cnn2-c1cccc(Cl)c1)C1CCCCC1
  A = -6%	B = ·	C = ·	D = 3%	E = -6%	F = ·	G = -3%	H = ·

#19 Cc1cc(C)c([N+](=O)[O-])cc1NCC(=O)N1CCN(c2ccccc2)CC1
  A = ?	B = -14%	C = -8%	D = 1%	E = -5%	F = -9%	G = 0%	H = 0%

#12 CCN(CC)CCn1c(-c2ccccc2)nc2c(NCCOC)nc(C)nc21
  A = -2%	B = 0%	C = ?	D = -2%	E = 0%	F = ·	G = 1%	H = 10%

#14 CCC(NC(=O)C1(C)CC1(Br)Br)c1ccc(C)cc1 (stereo not given)
  A = 0%	B = -4%	C = 1%	D = -15%	E = -2%	F = -2%	G = -2%	H = 69%[activator]

#11 CCOc1ccccc1NC(=O)C(OC(=O)c1ccc(CC)cc1)c1ccccc1 (stereo not given)
  A = -5%	B = -12%	C = -1%	D = 7%	E = -2%	F = 17%	G = -1%	H = -2%

#20 COC(=O)c1ccc2c(c1)N(C)S(=O)(=O)c1cnc(SCC(=O)C(C)(C)C)nc1-2
  A = -10%	B = -5%	C = ?	D = 9%	E = -16%	F = -8%	G = -2%	H = 9%

#15 COc1ccc(CCn2c(=S)[nH]c3cc(C(=O)N4CCOCC4)ccc3c2=O)cc1OC
  A = -5%	B = 35µM*	C = -5%	D = 2%	E = -7%	F = ·	G = -2%	H = -4%

#9 COC(=O)c1ccc(C(NC(=O)OCc2ccccc2)/C(F)=C/[C@@H](C)C(=O)NCc2ccc(OC)c(OC)c2)cc1 (stereo not given in full)
  A = ?	B = -11%	C = 5%&7%	D = 2%&-1%	E = 6%&-10%	F = 3%	G = -2%&-2%	H = -1%&1%

The list goes on.
Short forms – A = Tau fibril ThT; B = RECQ1 helicase; C = KDM4E inh; D = TRb-SRC2 inh; E = Tau FP inhib; F = L3MBTL1 inh; G = TexasRed fluor; H = GoLoco inh red
#21 O=C(O)C1OC(Oc2c(-c3ccc(O)c(O)c3)oc3cc(O)cc(O)c3c2=O)C(O)C(O)C1O (stereo not given)
  A = ?	B = -21%	C = 4.5µM*	D = 1%	E = -3%	F = ?	G = -17%	H = -6%

#22 CCc1nnc(NC(=O)c2ccc(S(=O)(=O)N(C)c3ccccc3)cc2)o1
  A = -2%	B = i	C = ?	D = 2%	E = -14%	F = ·	G = -2%	H = 5%

#23 COc1ccc(NCc2cccn2-c2nnc(N3CCC(C)CC3)s2)c(OC)c1
  A = ?	B = ·	C = ·	D = -1%	E = 0%	F = ·	G = -25%	H = ·

#24 CCOc1cc(/C=N\NC(=O)Cn2nc([N+](=O)[O-])cc2C)ccc1OCc1cccc2ccccc12
  A = -13%	B = 0%	C = 0%	D = 6%	E = ?	F = ·	G = -2%	H = 7%

#25 O=C(CSc1nc2c(c(C(F)(F)F)n1)CCc1ccccc1-2)NCc1ccco1
  A = ?	B = -2%	C = ?	D = -20%	E = -10%	F = -9%	G = -5%	H = 15%

#26 COc1nc(-c2cccs2)cc(-c2ccc(C)cc2)c1C#N
  A = -6%	B = i	C = ?	D = 3%	E = -14%	F = 10%	G = 2%	H = 1%

Bioassay records deposited in PubChem by National Center for Advancing Translational Sciences (NCATS).
